Bioassay records: PubChem, several laboratories
WT yeast gro inh: growth inhibition of WT yeast, mitochondrial fusion screen. mitochondrial fusion phenotypic screen, WT strain. inhibition, % at 10 µM. 2.1% of 190,000 active; in the data active = inhibition above about 58%; tested in S. cerevisiae
Insulin prom up: MIN6 insulin promoter up-regulation. 0.3% of 190,000 active. MIN6 insulin promoter-GFP reporter, high-content imaging; hits give high values. AID 1625. z-score at 5 µM;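 active = z-score above 3 at 5 µM with at least 500 cells counted in the well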
Autophagy mod: alters autophagy in cells | MEF GFP-LC3 puncta imaging; test concentration mostly 10 µM | calls only at 10 µM (by protocol) | 0.98% of 190,000 active | AID 463193;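 active = percentage of spot-positive cells more than 3 SD above its plate mean, without a fluorescence outlier flag or 80% toxicity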;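 note: spot-positive cell cutoff set from DMSO-treated cells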
Dynein cargo inh: blocks dynein driven cargo transport along microtubules; 3617.4 mouse cells, GR-EGFP nuclear translocation imaging; test concentration mostly 20 µM; stimulated with dexamethasone, 1 µM; hits give low values; z-score, hits read low; 0.47% of 220,000 active;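 active = plate z-score of nuclear minus cytoplasmic receptor signal below a set negative limit, without overly bright fluorescence or cell loss, cut at about -3.5 in these data, passing the limit was not always enough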;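 note: z-score of nuclear minus cytoplasmic ring GR-EGFP intensity difference per well; some compounds called inactive have numbers as strong as hits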
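Schedule: 48 h induction, then 1 h compound, then 30 min agonist, 37 °C. Buffer or medium: tetracycline-free induction medium containing charcoal-stripped FBS. Reagent: 1.0 µM final dexamethasone stimulus. Evaluation: nuclear versus cytoplasmic GR-EGFP signal, averaged per well. Signal: high-content fluorescence imaging after fixation.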
MT stabilize HCS: microtubule stabilization, imaging screen; 0.83% of 200,000 active; HeLa tubulin immunostaining HCS, 24 h; share of cells brighter than vehicle mean+2SD; % tubulin-high responders, % at 10 µM; AID 2205;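 active = plate Z-score above 3 for both tubulin-high and condensed-nucleus cell shares, with cell loss under 80%, at 10 µM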;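 note: anti alpha tubulin signal scored within the nucleus-defined area of each cell; some results filed as inactive read as strong as hits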
human PMI inhibition: inhibitors of human PMI, primary screen, biochemical, fluorescence intensity, coupled assay (AID 1209) | purified PMI enzyme, coupled fluorescence intensity; higher % means a stronger effect | inhibition, % at 20 µM, or IC50 in µM where a hit was titrated | 0.42% of 190,000 active;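 note: plate controls were DMSO vehicle for no effect and wells lacking substrate for full effect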
Yfh1-depleted yeast: enhancers of respiration in Yfh1-depleted yeast, dose response, Friedreich's ataxia, plus single-dose screen (AID 1465) | S. cerevisiae Yfh1-off respiration, WST-1 reduction, 72 h; higher fold induction means a stronger effect | one-dose fold induction at 50 µM; EC50 in µM for titrated hits | 0.074% of 220,000 active;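 active = fold induction of absorbance versus untreated yeast above a set limit, then at least 30% activation at any dose in follow-up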;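 note: activators that raise dye reduction in frataxin-depleted yeast; strong numbers were not always called active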
b-catenin transl: alters nuclear translocation of beta-catenin in HeLa cells | 0.3% of 190,000 active | AID 1665 | nuclear translocation activity, % at 5 µM | immunofluorescence imaging;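 active = nuclear translocation activity above 50% at 5 µM, with a well cell count of 50 or more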;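 note: per-cell ratio of nuclear to cytoplasmic median beta-catenin stain intensity; plate controls were DMSO negative control for no effect and GSK-3 inhibitor IX positive control for full effect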
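Test system: HeLa cells, endogenous beta-catenin; Compound: single 5 µM dose plus 0.02–20 µM confirmation series; Times: compound exposure 24 h at 37°C; Signal: fluorescence imaging of beta-catenin antibody stain plus DAPI; Read-out: % activation, nuclear-to-cytoplasmic median beta-catenin signal ratio per cell.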
human PMI inhibitors: MPI inhibition at elevated mannose 6-phosphate – biochemical, fluorescence intensity, high mannose 6-phosphate, primary screen (AID 1220); recombinant PMI enzyme, coupled fluorescence intensity; higher % means a stronger effect; inhibition, % at 20 µM, or IC50 in µM where a hit was titrated; 0.66% of 190,000 active
WT yeast gro inh mutant strain: recorded beside WT yeast gro inh, whose call it bears; inhibition, %; mitochondrial fusion phenotypic screen, mutant strain inhibition
Dynein cargo inh cytoplasmic EGFP: recorded beside Dynein cargo inh, whose call it bears; z-score; measured here: cytoplasmic GR-EGFP intensity; hits give high values
Dynein cargo inh nuclear GR-EGFP: also measured in Dynein cargo inh; calls as there; z-score; measured here: nuclear GR-EGFP intensity;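 lower value marks the stronger effect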
Dynein cargo inh cell count: second read-out of Dynein cargo inh, no call of its own (marks repeat the call); z-score; measured here: cell count per field
Insulin prom up cell count: second read-out of Insulin prom up, no call of its own (marks repeat the call); cell count; measured here: cytotoxicity, nuclei count;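 total cells summed across four imaged fields per well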
b-catenin transl cell count 5 µM: further read-out of b-catenin transl, marked with its call; cell count; measured here: cell count, cytotoxicity flag
MT stabilize HCS Hoechst-high %: also measured in MT stabilize HCS; calls as there; % Hoechst-high responders; measured here: nuclear condensation Hoechst responders;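 share of cells brighter than vehicle mean plus two SD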
MT stabilize HCS cytotoxicity %: further read-out of MT stabilize HCS, marked with its call; toxicity, %; measured here: cytotoxicity by cell density;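 0% = mean cell density of plate MIN control wells and 100% = no cells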
Autophagy mod cell loss 18 h: further read-out of Autophagy mod, marked with its call; toxicity, %; measured here: cell loss, nuclei count;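 cell loss after 18 h compound exposure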
* hit, by the source's call; i = inactive; . = not tested or not shown; + = active, no number. Cut-off read from the data, not from the text of the source, unless noted: active = inhibition above about 50%; inactive = the rest.

#	molecule	WT yeast gro inh	WT yeast gro inh mutant strain	Insulin prom up	Insulin prom up cell count	Autophagy mod	Autophagy mod cell loss 18 h	Dynein cargo inh	Dynein cargo inh cytoplasmic EGFP	Dynein cargo inh nuclear GR-EGFP	Dynein cargo inh cell count	MT stabilize HCS	MT stabilize HCS Hoechst-high %	MT stabilize HCS cytotoxicity %	human PMI inhibition	Yfh1-depleted yeast	b-catenin transl	b-catenin transl cell count 5 µM	human PMI inhibitors
1	C=CCOc1cccc(C2C(C(=O)c3ccc(C)o3)=C(O)C(=O)N2c2nccs2)c1 (stereo unspecified)	-1	-7	0.69	1492	i	-28	-0.13	-0.21	0.028	0.11	2.1	1.5	6.3	-22%	i	8.1	1373	-40%
2	CC(C)(C)c1nnc(NC(=O)Cc2ccc(Br)cc2)s1	-5	-2	0.98	1351	i	4	0.76	-0.22	0.47	-0.96	1.3	1.9	8.5	17%	i	.	.	18%
3	COC(=O)c1cc(-c2cccc(OC)c2)n[nH]1	4	-1	-0.18	1534	i	-35	1.4	-0.15	1.6	-1.9	5.8	2.3	3.0	0%	i	-2.5	982	-4%
4	Cc1ccc(S(=O)(=O)c2nnn(-c3cccc(F)c3)c2N)cc1	-1	-14	-0.64	1103	i	2	0.11	-0.24	0.28	-0.52	4.2	3.0	10	-16%	i	-1.7	1066	-9%
5	O=C(O)C1Cc2ccccc2CN1C(=O)COc1ccc(Cl)cc1Cl (stereo unspecified)	7	4	-0.39	1164	i	7	2.8	-0.11	1.8	-1.4	4.6	2.0	6.2	-9%	i	0.3	1129	-1%
6	COCCCNCC(=O)c1c(N)n(Cc2ccccc2)c(=O)n(C)c1=O	9	3	-0.1	1534	i	5	-0.37	-0.21	0.54	0.46	3.7	1.8	7.3	4%	i	-1.5	1381	6%
7	Cc1c(C#N)c(O)n(CCO)c(=O)c1N=Nc1ccc2c(c1)COC2=O	.	.	2.6	995	.	.	-0.16	0.63	0.44	0.48	.	.	.	.	>100µM*	-0.5	1348	.
8	CCN(CC)S(=O)(=O)c1ccc(N2CCCCC2)c(NC(=O)/C=C/c2cc(OC)c(OC)c(OC)c2)c1	-29	-23	.	.	i	-1	-0.46	-0.32	-0.36	0.8	4.0	2.9	11	13%	i	-1.2	951	-1%
9	NS(=O)(=O)c1ccc(NC(=O)CSc2ccccn2)cc1	.	.	1.5	1003	i	-15	0.35	-0.2	0.15	0.052	2.8	3.1	8.7	6%	i	-3.4	821	9%
10	C#CCNC(=O)C1=C[C@H](c2ccc(C(F)(F)F)cc2)C[C@H](OCCCCO)O1	-6	0	0.9	1434	i	0	-0.86	-0.25	-0.17	0.018	3.9	1.0	2.7	11%	i	-3.4	1201	39%
11	COc1ccc2cc(C)c3nnc(SCc4cccnc4)n3c2c1	-2	12	0.62	1496	i	27	-0.043	-0.11	0.045	0.14	1.3	2.7	12	14%	i	-1.1	1000	5%
12	CCc1ccc(O)c(N=Cc2ccccc2O)c1	-3	-1	1.4	1076	i	16	-1.2	-0.076	-0.59	0.47	6.0	6.0	6.4	31%	i	-0.2	1075	23%
13	Cc1ccccc1N(CC(=O)N/N=C/c1ccc(F)cc1)C(=O)c1ccccc1	5	-25	-0.04	872	i	-1	0.025	-0.19	0.42	-0.058	2.2	2.4	6.2	12%	i	-2.7	1071	8%
14	Cc1ccccc1-c1ccc(C(=O)Nc2cccc(F)c2)o1	58*	28*	0.19	1077	i	-8	-1.2	-0.18	0.025	0.45	3.8	3.7	2.7	-14%	i	.	.	-10%
15	C=C(C)C(=O)Nc1cccnc1Oc1ccc(F)cc1F	.	.	0.57	1134	.	.	-0.57	-0.27	-0.27	0.47	.	.	.	.	i	0.2	1345	.
16	COc1c(C)cc(NC(=O)c2ccc3c(c2)NC(=O)CO3)cc1C	-14	-27	0.11	1315	i	-7	-0.76	-0.13	-0.44	-0.46	2.6	2.4	5.3	3%	i	0.2	1091	-2%
17	O=C(O)CNS(=O)(=O)/C=C/c1ccccc1	4	6	0.07	1208	i	-32	0.94	-0.19	0.68	-0.6	4.1	1.8	8.6	-21%	i	-1.0	1102	-14%
18	CC12CCC(C(=O)NCc3ccc(F)cc3)(OC1=O)C2(C)C (stereo unspecified)	-10	11	-0.12	1503	i	3	0.35	-0.15	0.49	0.68	2.9	2.4	7.6	2%	i	0.8	1513	-5%
19	COc1c(C)cc(Br)cc1C(=O)Nc1ccc(Cc2ccncc2)cc1	44	25	0.71	1664	+	-6.8*	-0.66	-0.29	-0.25	0.43	2.5	1.6	11	5%	i	-3.9	965	10%
20	Cc1ccccc1-c1noc(-c2ccccc2C(=O)O)n1	.	.	0.36	1053	.	.	-0.27	-0.24	-0.026	-0.16	.	.	.	.	i	0.3	1317	.
21	Cc1ccc(-c2cc(-c3ccccc3[N+](=O)[O-])[nH]n2)c(O)c1	31	35	-0.12	1463	i	-5	1.2	-0.22	0.9	-1.6	2.8	1.2	1.1	12%	.	5.6	1359	9%
22	COC(=O)Cn1c(=NC(=O)C(C)(C)C)sc2c(C)cc(C)cc21	9	5	-0.25	2040	i	-1	-0.6	-0.21	-0.2	-0.002	2.6	3.7	11	14%	i	-0.3	1117	15%
23	O=C(COc1ccccc1C(=O)NCC1CCCO1)Nc1ccc(Cl)cc1Cl (stereo unspecified)	4	9	0.31	1665	i	6	-0.85	-0.047	0.11	1.1	4.0	4.1	8.0	12%	i	-2.9	1075	15%
24	COc1ccc([N+](=O)[O-])cc1NC(=O)CCSCCc1ccccn1	12	6	-0.23	1347	i	-26	3.5	0.055	2.4	-1.9	2.2	2.4	3.0	-6%	i	0.7	1162	-10%
25	CC(C)CCNC(=O)CCCc1ccccc1	15	-2	0.32	1460	i	2	2.7	-0.28	1.4	-2.8	3.2	1.3	4.8	5%	i	0.6	1578	4%

Looked up by compound from the entries so far, 2 records:
#	molecule	WT yeast gro inh	WT yeast gro inh mutant strain	Insulin prom up	Insulin prom up cell count	Autophagy mod	Autophagy mod cell loss 18 h	Dynein cargo inh	Dynein cargo inh cytoplasmic EGFP	Dynein cargo inh nuclear GR-EGFP	Dynein cargo inh cell count	MT stabilize HCS	MT stabilize HCS Hoechst-high %	MT stabilize HCS cytotoxicity %	human PMI inhibition	Yfh1-depleted yeast	b-catenin transl	b-catenin transl cell count 5 µM	human PMI inhibitors
25	CC(C)CCNC(=O)CCCc1ccccc1	15	-2	0.32	1460	i	2	2.7	-0.28	1.4	-2.8	3.2	1.3	4.8	5%	i	0.6	1578	4%
20	Cc1ccccc1-c1noc(-c2ccccc2C(=O)O)n1	.	.	0.36	1053	.	.	-0.27	-0.24	-0.026	-0.16	.	.	.	.	i	0.3	1317	.

Other results follow.
#	molecule	WT yeast gro inh	WT yeast gro inh mutant strain	Insulin prom up	Insulin prom up cell count	Autophagy mod	Autophagy mod cell loss 18 h	Dynein cargo inh	Dynein cargo inh cytoplasmic EGFP	Dynein cargo inh nuclear GR-EGFP	Dynein cargo inh cell count	MT stabilize HCS	MT stabilize HCS Hoechst-high %	MT stabilize HCS cytotoxicity %	human PMI inhibition	Yfh1-depleted yeast	b-catenin transl	b-catenin transl cell count 5 µM	human PMI inhibitors
26	CCCCCOC(=O)C(C)Sc1n[nH]c(=O)[nH]c1=O (stereo unspecified)	-7	2	0.21	1306	i	23	0.38	-0.33	0.43	0.063	2.5	2.3	6.2	-21%	i	-1.5	1135	-13%
27	N#CC1(C#N)C(C(N)=O)C1c1ccccc1 (stereo unspecified)	-12	6	0.18	1272	i	8	0.27	-0.27	0.45	0.2	3.1	2.4	2.5	-1%	i	-3.0	515	2%
28	Cc1ccc(S(=O)(=O)N(C)C)cc1-n1c(SCC(=O)Nc2ccc(F)cc2Cl)nc2ccccc2c1=O	-17	8	-0.45	1198	i	-3	-0.72	0.56	-0.56	0.058	4.6	2.3	8.4	6%	i	2.5	899	0%
29	O=C1N(Cc2cccnc2)C[C@@H]2C[C@@H](c3ccc(-c4ccccc4)cc3)N3CCC[C@@]123	23	10	-0.1	1526	i	0	0.95	0.23	1.3	-1.5	1.9	1.1	3.4	12%	i	2.6	910	16%
30	COc1ccccc1-c1nnc(SCC(=O)NC2CCS(=O)(=O)C2)n1N (stereo unspecified)	-3	-4	-0.1	1369	i	-4	-0.013	-0.36	-0.5	0.45	1.3	2.5	5.2	-10%	i	-0.2	1118	-6%
31	CCOc1cc(CNCCCN2CCOCC2)cc(Br)c1OCc1ccccc1Cl	78	85	-2.9	804	i	10	-5.1*	3.4*	-2*	-3.3*	6.5	8.1	2.1	-6%	i	2.8	1408	-4%
32	CC(CNC(=O)C(C)(C)C)NC(=O)C(C)(C)C (stereo unspecified)	11	2	-0.02	1235	i	1	0.04	-0.25	0.089	-0.39	2.7	1.8	8.6	-6%	i	.	.	-9%
33	Cc1ccc(CSCCNS(=O)(=O)c2ccccc2)cc1	24	14	0.44	1316	i	-4	0.37	-0.26	0.26	0.36	3.5	2.9	7.5	8%	i	0.0	843	-1%
34	Cc1cccc(N2CCN(C(=O)c3ccc4c(c3)OCCO4)CC2C)c1 (stereo unspecified)	-8	-19	0.59	1134	i	15	0.9	-0.22	0.37	-0.2	13*	18*	31*	11%	i	10	830	15%
35	CC(C)COc1cc(=O)[nH]c(SCC(C)C)n1	-18	15	-0.93	1277	i	-1	-4.2*	2.7*	-1.9*	-0.56*	0.8	1.6	4.8	-1%	i	-3.7	1170	-8%
36	N#CCCN(Cc1cccnc1)C(=O)c1sc2cc(F)ccc2c1Cl	-1	-23	0.08	1324	i	10	-0.27	-0.3	-0.52	0.66	1.7	1.9	4.0	2%	i	1.6	940	0%
37	CCN1/C(=C/C(=S)Nc2ccccc2)Sc2ccccc21	.	.	0.24	1013	.	.	1.3	-0.27	0.49	0.32	.	.	.	.	i	0.1	1329	.
38	OC(COc1cccc2ccccc12)CN1CCN(c2ccccn2)CC1 (stereo unspecified)	24	14	0.27	946	i	0	-0.26	-0.19	0.25	0.24	3.8	3.2	12	13%	i	-2.4	680	16%
